NR2E3 ag-1 – agonists of human nuclear receptor NR2E3; Q9Y5X4; GST-NR2E3/biotin-RetCOR TR-FRET, 1536-well; inhibition of corepressor binding, % at 4.78 µM; actives 0.12% (n = 320,000); AID 2300;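 active means percent inhibition above the cutoff of mean plus 3 SD of all tested compounds, set per screening campaign, cut at about 20% in these data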;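 further: 0% = DMSO wells and 100% = biotin wells as full block of FRET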
Target sequence (Q9Y5X4 whole entry, looked up): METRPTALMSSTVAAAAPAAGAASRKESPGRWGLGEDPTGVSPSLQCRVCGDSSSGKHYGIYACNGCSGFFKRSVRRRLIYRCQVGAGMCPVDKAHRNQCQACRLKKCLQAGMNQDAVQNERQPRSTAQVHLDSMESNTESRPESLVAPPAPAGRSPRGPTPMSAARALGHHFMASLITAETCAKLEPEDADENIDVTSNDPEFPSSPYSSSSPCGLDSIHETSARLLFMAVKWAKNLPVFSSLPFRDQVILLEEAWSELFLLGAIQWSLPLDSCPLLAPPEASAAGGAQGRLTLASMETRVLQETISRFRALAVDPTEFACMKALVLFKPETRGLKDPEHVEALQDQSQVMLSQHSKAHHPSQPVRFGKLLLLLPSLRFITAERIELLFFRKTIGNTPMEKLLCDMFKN
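Material: NR2E3–RetCOR corepressor complex / Amount: 1.35 nM GST-NR2E3 / Medium: Tris pH 7.5 / Compound: single nominal compound dose of 4.8 µM / Incubation: 5 h at 4 °C / Technique: TR-FRET, Eu(K)-anti-GST donor, streptavidin-D2 acceptor, ex 340, em 617/671 nm / Read-out basis: percent loss of FRET ratio relative to control wells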
H9c2 protect – modulators protecting cardiomyocytes from myocardial damage; H9c2 cardiomyocytes, H2O2 injury protection, ATPLite, 2 h; protection from H2O2 cell death, % at 20 µM; actives 0.63% (n = 360,000);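 active means compounds giving at least 50% protection of heart cells from peroxide-induced death in the single-dose screen, raw or plate-pattern-corrected value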;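 further: 0% = DMSO wells with peroxide and 100% = DMSO wells without peroxide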
NR2E3 ag-2 – human photoreceptor-specific nuclear receptor agonism | actives 0.35% (n = 360,000) | AID 602229 | Q9Y5X4 | inhibition of corepressor binding, % at 3.98 µM | CHO-S Gal4-NCOR/VP16-NR2E3 two-hybrid, luciferase;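 active means inhibition above the mean of all tested compounds plus 3 SD, cut at about 70% in these data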;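 further: 0% = DMSO with NR2E3 transfected cells and 100% = cells lacking NR2E3 construct; higher means lower luciferase signal from less NR2E3 corepressor binding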
Shn3 3UTR inh – inhibitors of Schnurri-3 3'UTR reporter in osteoblasts | actives 0.52% (n = 360,000) | inhibition, % at 12.5 µM | Clone20 osteoblast Shn3 3'UTR firefly luciferase, 24 h;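 active means mean inhibition of at least 75% with every replicate also reaching 75%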;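 further: 0% = median of neutral control wells and 100% = pilot-screen positive control compound; some compounds past the cut are filed as inactive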
TRPM1 prom inh – reduces MITF-dependent TRPM1 promoter luciferase signal | AID 488899 | inhibition, % at 12.5 µM | actives 0.83% (n = 330,000) | SK-MEL-5 TRPM1 promoter luciferase, 24 h;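 active means mean inhibition across replicates of 60% or more, whatever share of single replicates reaches that level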; further: values of inactives mirror those of a sister screen read the other way
HTR2A ag – activates the mouse 5-HT2A serotonin receptor. CHO-K1 mHTR2A beta-arrestin complementation, luminescence; percent of 30 µM serotonin response. activation, % at 7.6 µM. actives 0.66% (n = 360,000). AID 624169;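 active means activation above a run cutoff, the mean activation of all tested compounds plus 3 SD, cut at about 14% in these data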;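 further: 0% = plate median of compound wells and 100% = 30 µM serotonin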
Target sequence (P35363 whole entry, looked up): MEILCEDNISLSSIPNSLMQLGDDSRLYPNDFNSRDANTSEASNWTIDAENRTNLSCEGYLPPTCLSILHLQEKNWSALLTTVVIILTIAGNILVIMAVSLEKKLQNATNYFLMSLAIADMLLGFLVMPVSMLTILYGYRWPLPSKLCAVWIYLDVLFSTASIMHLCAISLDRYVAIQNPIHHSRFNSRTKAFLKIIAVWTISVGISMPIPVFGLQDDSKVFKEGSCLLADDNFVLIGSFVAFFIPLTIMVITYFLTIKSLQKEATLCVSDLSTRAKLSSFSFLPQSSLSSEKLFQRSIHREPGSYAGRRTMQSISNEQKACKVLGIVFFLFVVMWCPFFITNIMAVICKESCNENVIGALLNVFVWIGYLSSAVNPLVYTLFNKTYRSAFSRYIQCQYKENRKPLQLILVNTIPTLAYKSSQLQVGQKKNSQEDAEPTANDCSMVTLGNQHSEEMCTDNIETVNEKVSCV
PDI inh – blocks human protein disulfide isomerase activity. inhibition, % at 10 µM. PDI insulin aggregation turbidity, A650, 90 min. actives 0.052% (n = 350,000). P07237;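 active means mean inhibition across replicates of 30% or more, whatever share of single replicates reach that level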;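 further: absorbance from insulin aggregation driven by PDI reduction with DTT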
Peg3 promoter – Peg3 promoter activity inhibition; inhibition, % at 20 µM; HeLa PEG-Prom luciferase reporter, luminescence, overnight; actives 1.7% (n = 360,000);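 active means inhibition of at least 50% at 20 µM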
CaV13 FRET inh – Primary screen for inhibitors of IQ motif and Ca2+-dependent inactivation inhibitor domain binding in CACNA1D, Förster resonance energy transfer in living cells, …; inhibition, % at 12.3 µM; actives 0.098% (n = 340,000); HEK cells, CFP/YFP FRET ICDI-IQ, plate reader, 10 min; percent FRET-ratio fall versus neutral wells; AID 743397;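 active means mean replicate inhibition of at least 30% and at least 1% of replicates passing that level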;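 further: 0% = median of the neutral control wells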
HIF-2a block – blocks HIF-2a reporter activity; 786-0 RCC cells HIF-2a reporter, luciferase luminescence, overnight; inhibition, % at 18.8 µM; actives 0.72% (n = 360,000); AID 624352;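 active means inhibition of the luminescence signal of 40% or more relative to plate controls, in a single-dose primary screen at 18.75 µM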
hiPSC survival – increases survival of single human iPS cells. hiPSC single-cell survival, ATPlite luminescence; 100% = ROCK inhibitor wells, 0% = DMSO. survival enhancement, % at 20 µM. actives 0.044% (n = 360,000); in the data active means survival enhancement above about 18%;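 further: cells exposed to compounds for 16 hours before the ATP read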
* = called active by the depositor; / = no result given; & = joins results of further samples; ! = repeats disagree. Rows are unselected. About 3.9% of those tested had a hit in this group.

SMILES | NR2E3 ag-1 | H9c2 protect | NR2E3 ag-2 | Shn3 3UTR inh | TRPM1 prom inh | HTR2A ag | PDI inh | Peg3 promoter | CaV13 FRET inh | HIF-2a block | hiPSC survival
CC(C1CC1)N(Cc1ccccc1)C(=S)Nc1ccccc1 (stereo not given) | 5 | 7 | -3 | 3 | 6 | -1 | -1 | 12 | -5 | 19 | -1.3
O=C(Nc1csnn1)c1csnn1 | 1 | 1 | -27 | 12 | -2 | 4 | -10 | 8 | -21 | 6 | -0.3
C=C(C)CN1CCN(c2c(CCC#N)c(C)c(C#N)c3nc4ccccc4n23)CC1 | 2 | 0 | -26 | 11 | 11 | 4 | 8 | 82* | / | 7 | 0.6
NS(=O)(=O)c1ccc(CCNC(=O)c2ccc(C#CC3(O)CCCCC3)cc2)cc1 | -1 | 71* | -67 | 6 | 11 | -2 | -14 | 87* | -18 | -14 | 2.6
O=C(CC1Sc2ccccc2NC1=O)NCc1cccc(Cl)c1 (stereo not given) | 3 | 1 | 19 | 1 | -3 | -2 | -8 | 12 | -3 | 6 | -0.1
COC(=O)COc1ccc(C(C2C(=O)CC(C)(C)CC2=O)C2C(=O)CC(C)(C)CC2=O)cc1 | -3 | -4 | 7 | 26 | -16 | -2 | -1 | 6 | -16 | 3 | -0.4
CN(C)c1ccc(N2C(=O)CC(Nc3ccc(N4CCOCC4)cc3)C2=O)cc1 (stereo not given) | -2 | 0 | -23 | -10 | 8 | 3 | -10 | 7 | / | 1 | 3.0
COc1cc2[nH]c3c(Cl)ncnc3c2cc1OC | -2 | 15 | -22 | -26 | -12 | 4 | 6 | -10 | -4 | 6 | 3.0
CCOc1ccc(NC(=O)Cn2c(=O)n(CC3CCCO3)c(=O)c3ccccc32)cc1 (stereo not given) | -2 | 2 | -3 | 6 | 0 | 1 | -7 | 12 | -15 | -4 | 0.3
Cc1ccc(S(=O)(=O)N2CCOCC2)cc1NC(=O)CNC1CCCC1 | 0 | -6 | -20 | 7 | 7 | 1 | 3 | 16 | -2 | 15 | -0.6

Next part, starting with the last three of the part before.
SMILES | NR2E3 ag-1 | H9c2 protect | NR2E3 ag-2 | Shn3 3UTR inh | TRPM1 prom inh | HTR2A ag | PDI inh | Peg3 promoter | CaV13 FRET inh | HIF-2a block | hiPSC survival
COc1cc2[nH]c3c(Cl)ncnc3c2cc1OC | -2 | 15 | -22 | -26 | -12 | 4 | 6 | -10 | -4 | 6 | 3.0
CCOc1ccc(NC(=O)Cn2c(=O)n(CC3CCCO3)c(=O)c3ccccc32)cc1 (stereo not given) | -2 | 2 | -3 | 6 | 0 | 1 | -7 | 12 | -15 | -4 | 0.3
Cc1ccc(S(=O)(=O)N2CCOCC2)cc1NC(=O)CNC1CCCC1 | 0 | -6 | -20 | 7 | 7 | 1 | 3 | 16 | -2 | 15 | -0.6
CCOc1ccc(CNC(=O)Cn2ccc3cc(S(=O)(=O)N4CCCC4)ccc32)cc1 | 2 | -2 | -13 | 6 | 13 | -1 | -6 | -13 | -17 | -8 | 0.2
CCS(=O)(=O)N1CCN=C1SCc1cccc(F)c1 | -3 | -2 | -9 | 11 | 2 | -2 | -2 | -3 | -3 | 4 | 0.2
CCN(CC)c1ccc(/C=N/NC(=O)CNC(=O)c2cccs2)cc1 | -6 | -2 | -15 | -4 | -11 | 1 | 5 | -44 | -4 | -42 | -0.3
C=CC[C@@H](CC(=O)N(CCO)Cc1ccccc1)C(=O)NC[C@H](OC(=O)[C@@H](CC=C)Cc1ccc(F)cc1)c1ccccc1 | / | 1 | 42 | 18 | 9 | 13 | -1 | 71* | -5 | -12 | -0.2
CC[N+](C)(C)CCN(Cc1ccc(Cl)cc1)c1ccccn1 | 1 | -2 | -15 | 8 | 5 | -3 | -9 | -9 | -3 | -3 | -1.9
CCN1C(=O)[C@H]2[C@@H](c3ccc(OC)cc3)N[C@]3(CCCN(Cc4ccc(Cl)cc4)C3=O)[C@H]2C1=O | / | 5 | 2 | 2 | / | 2 | 7 | 9 | -6 | 7 | -0.8
Cc1ccc(S(=O)(=O)NC(=O)COc2ccccc2C)cc1 | 1 | 12 | -1 | -4 | 7 | 1 | 1 | 4 | -5 | 11 | -2.7
Cc1ccc(N=C2C(=O)Nc3ccccc32)cc1C | 3 | 6 | 4 | 0 | 9 | 10 | 1 | -3 | -20 | 11 | -0.7
Cc1cccc(NC(NC(=O)c2ccccn2)C(Cl)(Cl)Cl)c1 (stereo not given) | -6 | -5 | 8 | -16 | 9 | -1 | -1 | -6 | -5 | 19 | 1.8
COc1ccc(/C=N/NC(=O)c2nc(-c3ccccc3)cc(-c3ccccc3)n2)cc1 | 3 | 31 | -21 | -3 | -33 | 0 | 9 | -21 | / | -59 | 1.4
COc1ccc(C(=O)N/C(=C\c2ccc3c(c2)OCO3)C(=O)N2CCOCC2)cc1 | 4 | 3 | -21 | -8 | 1 | -1 | 0 | -2 | -5 | 11 | -0.5
CCOC(=O)c1c(C(=O)OCC)c(C)n(Cc2cc(OC)c(OC)c(OC)c2)c1C | -2 | 4 | -2 | 7 | 12 | 2 | 8 | 4 | -15 | 15 | -2.1
Cc1ccc(C(=O)N2CCN(Cc3ccc4c(c3)OCO4)CC2)cc1C | 0 | -1 | -21 | -51 | 0 | -2 | 3 | 9 | -2 | -5 | 0.3
Cc1cc(-c2ccccc2)cc(C)n1 | / | 6 | -37 | 9 | -12 | 1 | -58 | -7 | -5 | 6 | 1.6
COc1ccccc1NCc1nnc(SCC(=O)N/N=C/c2ccco2)n1-c1ccc(Cl)cc1Cl | 0 | 11 | 16 | 6 | 5 | -2 | 1 | 8 | -4 | 14 | -0.5
CC1=C(/C=C/C(C)=C/C=C/C(C)=C/C(=O)Nc2ccc(O)cc2)C(C)(C)CCC1 | -3 | -18&-8 | 8&-3 | 58&62 | -3&-6 | 5&6 | -5 | 61*! | -6 | 11&-13 | 3.1&-3.0
O=C(N/N=C1/CCS(=O)(=O)c2ccc(F)cc21)c1cccnc1 | 1 | 0 | 0 | 1 | 6 | -4 | 0 | 25 | 1 | 11 | 1.8
Cc1ccccc1OCC(=O)NCCCNC(=O)c1ccccn1 | 2 | 1 | 14 | -3 | -5 | -7 | -6 | 14 | -3 | 13 | -0.5
O=C(C(=O)N1CCN(c2ccc(F)cc2)CC1)N1CCCCC1 | 1 | 0 | 15 | 8 | 4 | 1 | -22 | 1 | -7 | 8 | -1.3
Cc1cc2ncn(/N=C/c3ccc([N+](=O)[O-])o3)c2cc1C | 2 | -3 | -13 | 31 | 85* | 3 | -9 | 47 | -9 | -63 | -0.6
Cc1cc(C)nc(NS(=O)(=O)c2ccc(N=NN(C)C)cc2)n1 | 1 | 1 | 7 | 9 | -3 | -2 | 2 | 8 | -21 | 17 | 1.5
O=C(O)CC1S/C(=N/N=C/c2ccccn2)NC1=O (stereo not given) | -1 | 3 | -17 | 14 | 13 | -5 | -5 | 17 | -5 | 5 | -0.5
Cc1cc2nc(CN(C)C(=O)C3CCC(=O)N(C4CCCC4)C3)[nH]c2cc1C (stereo not given) | / | 2 | 5 | 3 | / | 2 | 5 | 11 | -10 | -11 | 0.3
CC(=O)OCC1=C(C(=O)O)N2C(=O)C(NC(=O)C(C)Cn3cc(Cl)cn3)C2SC1 (stereo not given) | 3 | 6 | -7 | -1 | 5 | 1 | -2 | 0 | 6 | 14 | 4.4
COc1ccc2cc(/C(C)=N/NC(=O)C3CC3)ccc2c1 | -3 | -15 | -24 | -79 | -45 | 6 | -4 | -253 | 4 | -265 | -0.1
Cc1onc(-c2ccccc2Cl)c1C(=O)Nc1nnc(-c2ccc(Br)cc2)s1 | 22* | -16 | 14 | -18 | 4 | -5 | / | -8 | -26 | -22 | 3.0
COc1ccc(Cn2c(O)c(/C=N/NC(=O)c3cccnc3)c3ccccc3c2=O)cc1 | / | 34 | -19 | 9 | 19 | -2 | 5 | 5 | -81 | 7 | 1.4
CCCNC(=O)C1(C)CCN(C(=O)C(c2ccccc2)c2ccccc2)C1 (stereo not given) | / | -5 | -16 | 6 | / | -2 | 5 | 1 | -4 | 2 | -4.3
CCOCCCn1c(=NC(=O)c2cccnc2)c(C(=O)OCC)cc2c(=O)n3ccccc3nc21 | 0 | 34&40 | -13&-2 | 31&-4 | 3&-5 | 2&4 | 3&-6 | 4&-1 | -7 | -7&-7 | -1.8&4.0
CC(=O)NCCc1c[nH]c2ccc(O)cc12 | -1 | 8 | -13 | 7 | 6 | -4 | 0 | -8 | -5 | -12 | 1.1
CCOc1cccc(C=Nc2cc(C)cc(C)c2O)c1O | -4 | 93* | 24 | 6 | -4 | -1 | 0 | -28 | -7 | -203 | 2.1
COC(=O)c1sccc1NC(=O)c1cnc2cc(C)nn2c1C | 1 | -2 | 18 | 7 | 4 | 2 | -2 | 2 | -7 | -1 | 1.3
C=CCN1C(=O)C(CC(=O)Nc2ccc(C)cc2)SC1=Nc1c(C)n(C)n(-c2ccccc2)c1=O (stereo not given) | 3 | -1 | -7 | 3 | 6 | 0 | -1 | 7 | -7 | -1 | 1.2
COc1ccc(-c2csc(N3CCN(c4cc(C)nc5ccccc45)CC3)n2)cc1OC | 2 | 16 | -12 | 37 | 73* | 0 | 0 | 100* | -4 | 5 | -0.1
COc1ccc(OC)c(CN2CCSCC2)c1 | / | 6 | -24 | -2 | -3 | 9 | 5 | 22 | -5 | 19 | -0.6
CCc1nnc(NS(=O)(=O)c2ccc(NC(=O)c3cccc(Br)c3)cc2)s1 | 1 | 0 | 15 | 0 | 8 | 1 | 0 | 7 | -8 | 8 | 1.8
CCCNC(=O)C1(C)CCCN(C(=O)c2ccc3ccccc3c2)C1 (stereo not given) | / | -1 | 15 | -20 | / | 0 | 6 | -8 | -5 | 8 | -3.6
Cc1ccc(SC[C@H](Cc2ccccc2)N2CCN(C)CCC2=O)cc1 | / | 4 | 4 | -21 | -2 | -9 | 5 | 10 | -9 | 4 | -3.4
CC(=O)Nc1ccc(NC(=S)NC(=O)/C=C/c2ccccc2)cc1 | -5 | 0 | -1 | -30 | 8 | -4 | -5 | 0 | -9 | 3 | -2.5
N#Cc1c(NC(=O)CSc2nc3ccccc3c(=O)n2Cc2ccco2)sc2c1CCCC2 | 2 | -12 | -26 | 29 | 4 | -4 | -8 | 27 | -4 | -7 | 1.3
Cc1cc(C)nc(SCc2csc(-c3ccccc3)n2)n1 | -2 | -12 | -147 | -81 | -113 | -6 | 5 | -239 | -7 | -215 | 0.0
COc1cc(OC)cc(C(=O)OCC(=O)NC(c2ccccc2)c2ccccc2)c1 | -3 | -1 | -15 | 12 | 9 | 6 | -5 | 6 | -7 | 18 | -0.1
CC(C)CC1C(=O)N(Cc2cn(CC3CCCCC3)nn2)CCS(=O)(=O)N1Cc1ccc(-c2cccc(C#N)c2)cc1 (stereo not given) | / | 6 | -20 | 28 | 32 | -2 | 6 | 30 | -11 | 13 | 0.5
